HT1080 IDH1KD tx: HT-1080 IDH1 knockdown cell toxicity (counter line); HT-1080 IDH1 knockdown viability, ATP luminescence, 48 h; Potency, µM (series often up to 46.1 µM), for the others: at the top dose activity, negative = toxicity, actives largely listed as cytotoxic; 360,000 compounds, 2% hits;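 also: potency is read from the fitted curve at half-maximal effect; 0% = DMSO wells and -100% = cell-free medium wells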
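Luminescent ATP read-out (CellTiter-Glo, 10 min at room temperature) after 48 h compound exposure at 37 °C gave viability of IDH1-knockdown HT-1080 cells. Activity was normalised to DMSO and cell-free wells, then fitted as concentration-response curves.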
KB-3-1 cytotox: kills parental KB-3-1 adenocarcinoma cells; 400,000 compounds, 1.4% hits; KB-3-1 viability, CellTiter-Glo ATP luminescence, 72 h; Potency, µM (top dose mostly 46.1 µM), for the others: at the highest dose activity change, negative = cytotoxic, hits mostly cytotoxic; also: potency is read from the fitted curve at half-maximal effect; % is scaled to controls: 0 for no effect and ±100 for the full control effect; nearly all actives have a fitted effect of over 60% in size
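Using CellTiter-Glo luminescence, growth of non-resistant KB-3-1 adenocarcinoma cells is assessed 72 h after pin-tool compound addition at 37 °C. Normalized responses across the concentration series yield fitted curves.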
SW480 rerep: induces DNA re-replication in SW480 colon adenocarcinoma cells. SW480 DNA re-replication, Hoechst DNA content imaging, 48 h. Potency, µM (doses to about 46.1 µM), for inactives: top-dose re-replication activation, usual class: activators. AID 624297. 340,000 compounds, 1.8% hits; also: potency is read from the fitted curve at half-maximal effect; % of control where 0% means no effect; nearly all actives have a fitted effect of over 55% in size
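Readout is total intensity of Hoechst-stained nuclei, excited at 405 nm and collected at 500-530 nm. Compound treatment lasted 48 hr at 37 C in 5% CO2 before staining.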
IL-1B inflam inh: blocks inflammasome-driven IL-1 beta release | THP-1 LPS/ATP IL-1B secretion, AlphaLISA, 16 h; hits give low values | activity change, % at 57.5 µM | 360,000 compounds, 4.7% hits | AID 743279; in the data active = activity change below about -50%; inconclusive = mostly about -30% to -49%; also: % is scaled to controls: 0 for no effect and ±100 for the full control effect
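THP-1 cells pretreated 1 hr with compounds (up to 57.5 uM final), then stimulated with LPS (250 ng/mL final) plus ATP (1.25 mM final); secreted IL-1B measured by AlphaLISA after 16 hr, decreased signal indicating inhibition.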
KB-V1 cytotox: KB-V1 MDR subline cytotoxicity; KB-V1 MDR cells viability, CellTiter-Glo, 72 h; 400,000 compounds, 3.4% hits; Potency, µM (doses to about 46.1 µM), without a hit: at the top dose activity change, negative = cytotoxicity, most hits filed as cytotoxic; AID 1347076; also: potency is read from the fitted curve at half-maximal effect; % is scaled to controls: 0 for no effect and ±100 for the full control effect; nearly all actives have a fitted effect of over 60% in size
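Following 72 h at 37 degrees C with compound, KB-V1 cell viability was read by CellTiter-Glo luminescence, medium being phenol-red-free DMEM plus 10% FBS; concentration-response parameters came from normalized, curve-fitted qHTS data.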
ATXN2 expr inh: ATXN2 expression inhibition; 360,000 compounds, 0.72% hits; HEK-293 ATXN2-luciferase reporter, luminescence, 24 h; Potency, µM (doses to about 57 µM), without a hit: at the highest dose activity change, negative = inhibition, most hits filed as inhibitors; also: potency is read from the fitted curve at half-maximal effect; % is scaled to controls: 0 for no effect and ±100 for the full control effect; nearly all actives have a fitted effect of over 55% in size
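qHTS (up to 57 uM final) was run with 24 h compound exposure of reporter cells at 37 °C. Each well was multiplexed: SteadyGlo luminescence measured ATXN2-luciferase expression after a fluorogenic Gly-Phe-AFC viability readout (25 uM final).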
HT1080-NT tox: kills 2HG-producing HT-1080-NT fibrosarcoma cells | Potency, µM (doses to about 46.1 µM), without a hit: at the top dose activity, negative = less viability, hits mostly cytotoxic | AID 686970 | HT-1080-NT fibrosarcoma viability, CellTiter-Glo ATP luminescence, 48 h | 360,000 compounds, 1.6% hits;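 also: NT is the 2HG producing partner of a matched IDH1 knockdown line; potency is read from the fitted curve at half-maximal effect; 0% = DMSO-treated cells and -100% = media-only wells without cells; nearly all actives have a fitted effect of over 55% in size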
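A 48-hour cytotoxicity screen used HT-1080-NT cells plated 2 hours before compound delivery. ATP-based CellTiter-Glo luminescence measured viability, normalized to DMSO and no-cell controls.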
MCF10A rerep: DNA re-replication induction in MCF 10a cells; MCF 10A DNA re-replication, Hoechst nuclear intensity, 48 h; Potency, µM (series often up to 46.1 µM), inactives show at the highest dose activity, positive = re-replication, actives largely listed as activators; 350,000 compounds, 2.9% hits; also: potency is read from the fitted curve at half-maximal effect; % of control where 0% means no effect; nearly all actives have a fitted effect of over 50% in size
ATXN viability: viability counter-screen for ATXN expression inhibitors | S2 cells (HEK-293 line with an ATXN2-luciferase reporter) viability, CellTiter-Fluor protease fluorescence, 24 h | Potency, µM (top dose mostly 56.7 µM), actives largely listed as cytotoxic | 400,000 compounds, 0.49% hits; also: potency is read from the fitted curve at half-maximal effect; nearly all actives have a fitted effect of over 40% in size
* hit, by the source's call; i = inactive; u = inconclusive; x = not tested or not shown; [ ] = dose if it differs, or a comment. Unless noted, calls follow the shape of the dose curve; as a rule, active = well fitted curve in the direction sought with a large enough effect; inconclusive = small, poorly fitted or top-dose-only effect, or another doubt; inactive = no such curve, though single readings can be large; an effect the other way counts as inactive or inconclusive.

| item | Molecule | HT1080 IDH1KD tx | KB-3-1 cytotox | SW480 rerep | IL-1B inflam inh | KB-V1 cytotox | ATXN2 expr inh | HT1080-NT tox | MCF10A rerep | ATXN viability |
| --- | --- | --- | --- | --- | --- | --- | --- | --- | --- | --- |
| 1 | CC(C)n1c(N2CCCC2)nc2c1c(=O)[nH]c(=O)n2C | -4.6% | 1.9% | -5.1% | -3.4 | 7.7% | -8.9% | -5.8% | 1.5% | i |
| 2 | O=C(/C=C/c1ccc(Cl)cc1)Nc1ccc(N2CCCCC2)cc1 | 0.1% | 6.7% | -1.3% | 20.1 | 1.4% | 18.1% | 11.7% | -3.9% | i |
| 3 | Cc1ccc(NC(=O)Cn2c(=O)c(C(F)(F)F)nc3ccccc32)cc1C | x | 6.7% | x | x | 0.0% | 1.2% | x | x | u |
| 4 | O=C1NC(c2ccccc2)=C(c2ccc3ccccc3n2)C(c2ccccc2)N1 (stereo not given) | -14.1% | -4.2% | u | 3.4 | 10.7% | -17.4% | -10.0% | 1.4% | i |
| 5 | CCOC(=O)N1CCN(CCC(=O)Nc2ccc(Br)cc2)CC1 | -12.0% | -28.3% | -5.3% | 25.6 | u | -11.6% | -5.4% | 15.6% | i |
| 6 | COCCNS(=O)(=O)c1ccc(Cl)c(C(=O)NC2CCN(Cc3ccccc3)CC2)c1 | 1.4% | -1.9% | 10.3% | 4.7 | -19.7% | -2.5% | 8.3% | 4.1% | i |
| 7 | CCNC(=O)CC1C(=O)N(c2ccccc2)C(=O)N1Cc1ccc(OC)cc1 (stereo not given) | 1.4% | 3.0% | -2.7% | -1.5 | 11.1% | 16.2% | 6.6% | -2.8% | i |
| 8 | COCCCNCCC(CCC(C)C)c1ccc2c(c1)OCO2 (stereo not given) | 14.6µM* | u | 1.3% | -70.5* | u | u | 20.6µM* | 0.9% | i |
| 9 | Cc1ccc2nc(-c3ccc(NC(=O)COC(=O)c4cncc(Br)c4)cc3)sc2c1 | 3.5% | -14.1% | u | -12.7 | -8.0% | 22.8%[11.3 µM] | 3.7% | 0.1% | i |
| 10 | CCCN1C(=O)CC(c2ccco2)Sc2ccccc21 (stereo not given) | -22.0% | 1.4% | -0.3% | 7.9 | -21.4% | 31.1% | -0.2% | -13.0% | i |
| 11 | CC(NS(=O)(=O)c1ccc(Cl)cc1)C(=O)NCCC1=CCCCC1 (stereo not given) | -22.2% | 5.0% | -3.4% | -3.6 | -0.2% | 3.8% | -20.5% | 20.4% | i |
| 12 | O=C(Nc1ccccc1N1CCN(C(=O)c2ccccc2)CC1)c1ccccc1Cl | 3.3% | -8.6% | -21.4% | 0.0 | u | x | -2.6% | 1.1% | u |
| 13 | CCOC(=O)[C@]12CCC=C1N(Cc1ccco1)C(=O)[C@H](CC(=O)N1CCN(C(=O)c3ccco3)CC1)C2 | 11.9% | 7.4% | x | 35.7 | 4.2% | 3.6% | 13.8% | x | i |
| 14 | O=C(NC(=O)c1ccccc1F)OCc1ccc(Cl)cc1Cl | 14.3% | 2.1% | -9.9% | -8.7 | u | 13.4% | 14.2% | -3.4% | i |
| 15 | COc1ccc(CCNC(=O)C2CCCN(C(=O)c3ccc(Cl)cc3)C2)cc1 (stereo not given) | 8.2% | 28.1% | -14.9% | -7.9 | 28.2% | 0.1% | -0.4% | -13.5% | i |
| 16 | CCCN1CC(=O)N2C(c3ccccc3)c3[nH]c4ccccc4c3C[C@H]2C1=O (stereo not given in full) | -1.8% | -0.8% | 16.9% | u | -0.3% | -18.9% | -2.5% | 28.9% | i |
| 17 | Cc1occc(=O)c1OCc1c(Cl)cccc1Cl | -0.6% | -2.8% | -0.6% | 29.6 | 2.9% | -3.1% | -2.7% | 0.5% | i |
| 18 | O=S(=O)(Nc1ccccc1Cl)c1ccc(F)cc1 | 6.5% | 1.3% | 0.8% | -6.8 | -25.0% | -1.3% | 0.9% | -0.6% | i |
| 19 | COc1ccc(CCNC(=O)c2cnn(-c3cccc(C)c3)c2C2CCNCC2)cc1OC | x | -2.1% | x | x | 0.0% | 5.2% | x | x | i |
| 20 | CN(C)c1nc(Nc2ccccc2)nc(N(C)C)n1 | 3.2% | -1.3% | 3.6% | 8.3 | -29.9% | 3.0% | 2.5% | -11.5% | i |
| 21 | COc1cccc(CN2C(=O)CN(C3CCCCC3)C(=O)C2c2ccc(F)cc2)c1 (stereo not given) | -14.6% | -3.7% | -0.7% | -8.0 | -21.2% | 0.6% | -13.7% | -31.2%[inhibitor] | i |
| 22 | CCN(Cc1ccccc1)CC(O)COC(c1ccc(OC)cc1)c1ccc(OC)cc1 (stereo not given) | -21.6% | -0.6% | u | -6.2 | -15.0% | -31.6% | u | -6.3% | i |
| 23 | CC12CC3CC(C)(C1)CC(C(=O)NNC(=O)c1ccncc1)(C3)C2 | 3.4% | -2.7% | -2.4% | -10.4 | 0.4% | -17.1% | 0.9% | 1.0% | i |
| 24 | O=C(Nc1ccccc1N1CCCCC1)c1cccs1 | 14.8% | 8.0% | 7.1% | 41.5 | 4.4% | -10.5% | 0.1% | 20.6µM* | i |
| 25 | CCCN(C(=O)/C=C/c1ccco1)c1c(N)n(Cc2ccccc2)c(=O)[nH]c1=O | 3.4% | u | -2.5% | -15.1 | 0.0% | -30.3% | 8.3% | u | i |
| 26 | Cc1ccc(C(=O)N/C(=C/c2ccco2)C(=O)NCC2CCCO2)cc1 (stereo not given) | -1.3% | 3.7% | -8.6% | 15.1 | -3.2% | -5.2% | 1.6% | -1.7% | i |
| 27 | O=C1CCCc2ccccc2N1Cc1c(Cl)cccc1Cl | -15.1% | 4.5% | 3.1% | -1.5 | -6.0% | -6.8% | -12.6% | u | i |
| 28 | CCOC(=O)c1ccc(N2C(=O)C3CC=C(C)CC3C2=O)cc1 (stereo not given) | 10.7% | 10.9% | 0.7% | 18.5 | -3.9% | 5.0% | 3.0% | -3.8% | i |
| 29 | O=C(NCCc1ccc(Cl)cc1)c1ccc(CNc2c(N3CCOCC3)c(=O)c2=O)cc1 | 6.6% | -0.5% | -22.1% | 7.0 | 10.2% | x | 2.1% | -0.4% | i |
| 30 | O=C(CSc1nnnn1C1CCCC1)c1ccc2c(c1)OCCO2 | -1.2%[9.24 µM] | -10.4% | 1.6% | u | -11.7% | 61.7%[activator] | 1.1% | 1.4% | i |
| 31 | Cc1nc(NCCO)c(C#N)c2c1COC(C)(C)C2 | 1.2% | 10.1% | -14.8% | -11.5 | -6.5% | 1.1% | -0.8% | -2.2% | i |
| 32 | CC(C)CNc1ncnc2c1ncn2[C@H]1CN(Cc2ccc(F)cc2)C[C@@H](CO)O1 | 0.3% | -0.3% | x | -18.7 | -1.1% | 0.0% | -2.9% | x | i |
| 33 | COCCn1c(-c2ccccc2)nc2oc3cc(OC)ccc3c(=O)c2c1=O | 21.4% | 0.5% | 0.0% | 1.3 | -3.6% | -5.2% | 4.4% | -2.8% | i |
| 34 | Cc1ccc(NCCC(=O)c2ccc(Cl)cc2)cc1 | 8.5% | -14.8% | -0.1% | -22.3 | 4.8% | 22.4% | 13.9% | 1.4% | i |
| 35 | COc1ccc(NC2=C(C(C)=O)C(c3ccc4c(c3)OCO4)C(C(C)=O)C(C)(O)C2)cc1 (stereo not given) | 3.2% | -13.8% | -3.2% | 12.7 | -28.3% | -8.6% | u | -0.1% | i |
| 36 | O=c1[nH]c(SCc2ccccc2)nnc1-c1ccccc1 | -0.6% | 1.9% | -3.4% | 14.0 | -15.0% | -1.6% | 4.4% | 1.1% | i |
| 37 | COc1ccc(/C=N\NC(=O)c2ccc(F)cc2)cc1COc1cc(F)ccc1[N+](=O)[O-] | 10.7% | -14.1% | u | i | u | -18.4% | -1.7% | 2.9% | u |
| 38 | Cc1c(C)c2ccc(OCC(=O)NCCCn3ccnc3)c(C)c2oc1=O | 0.8% | 4.1% | -2.7% | u | -0.4% | -10.1% | 0.6% | 11.0% | i |
| 39 | CCc1ccc(N2CC(C(=O)OCC(=O)Nc3ccccc3C)CC2=O)cc1 (stereo not given) | -4.8% | -4.5% | -24.0% | 12.0 | u | -1.0% | -6.6%[9.24 µM] | -4.9% | i |
| 40 | O=C(N1CCN(Cc2ccccc2)CC1)C(Cl)(Cl)Cl | 15.8% | -11.5% | -3.9% | -3.1 | u | 2.5% | 8.4% | 2.6% | i |
| 41 | COc1ccc(CNC(=O)c2c[nH]c3c(OC)cc(OC)cc3c2=O)cc1 | -29.2% | 4.9% | -1.3% | -9.2 | -6.8% | x | -25.7% | 0.2% | u |
| 42 | CC(C)OCCCN1CN(S(=O)(=O)c2cccs2)c2nc3ccccc3nc21 | -8.4% | 17.3% | -0.4% | -28.0 | -8.2% | 23.3% | -1.0% | -6.3% | i |
| 43 | COc1ccc(Cc2c(O)nc(SCC(=O)c3ccc(OC)cc3)[nH]c2=O)cc1 | 7.8% | u | 3.6% | -27.5 | u | -17.7% | -13.1% | u | i |
| 44 | Clc1ccc(SCc2cc(-c3ccc(Cl)cc3)on2)cc1 | 11.8% | 11.5% | -2.7% | 2.4 | 0.0% | 8.7% | 18.8% | u | i |
| 45 | Cc1ccc(Cn2nnc3c(=O)n(CC(=O)OCc4ccccc4)cnc32)cc1 | 8.9% | 0.5% | -4.1% | -13.2 | -2.9% | 0.0% | 6.8% | 3.1% | i |
| 46 | O=C(Cc1ccc(Cl)cc1Cl)Nc1ccncc1Cl | -10.7% | -2.9% | 29.8% | -25.5 | 0.0% | -27.8% | -9.2% | -11.0% | i |
| 47 | O=C(O)c1ccc(/C=C/C(=O)c2ccc3c(c2)OCCCO3)cc1 | u | u | 20.6µM* | -102.7* | u | 2.7% | u | u | i |
| 48 | CC1(C)NC(=O)N(CC(O)CN2C(=O)NC(C)(C)C2=O)C1=O | 3.5% | -3.6% | 0.9% | 13.6 | u | 6.9% | 3.7% | 0.5% | i |
| 49 | Cc1ccc2nc(Nc3ccccc3)cc(C)c2c1 | 5.0% | 0.8% | -1.6% | -8.3 | 10.2% | x | -19.2% | -2.5% | u |

Screening results: PubChem BioAssay, National Center for Advancing Translational Sciences (NCATS)

Rows are unselected. Share with any hit: about 11%.
